ASAP1 GAP inh: ASAP1 ArfGAP inhibition; inhibition, % at 16.5 µM; ASAP1-stimulated ARF1 GTP hydrolysis, GDP FP detection; 0.19% of 360,000 active; AID 624377; in the data active = inhibition above about 25%;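 note: 0% = vehicle with enzyme and substrate and 100% = no enzyme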
PLCb3 inh: PLC-beta3 (human) inhibition, primary screen; 0.18% of 370,000 active; Q01970; Purified PLC-beta3, fluorogenic substrate, fluorescence; inhibition, % at 12.2 µM; in the data active = inhibition above about 11%;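 note: 0% = median of compound wells on plate and 100% = full blocker control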
Target sequence (Q01970 whole entry, looked up): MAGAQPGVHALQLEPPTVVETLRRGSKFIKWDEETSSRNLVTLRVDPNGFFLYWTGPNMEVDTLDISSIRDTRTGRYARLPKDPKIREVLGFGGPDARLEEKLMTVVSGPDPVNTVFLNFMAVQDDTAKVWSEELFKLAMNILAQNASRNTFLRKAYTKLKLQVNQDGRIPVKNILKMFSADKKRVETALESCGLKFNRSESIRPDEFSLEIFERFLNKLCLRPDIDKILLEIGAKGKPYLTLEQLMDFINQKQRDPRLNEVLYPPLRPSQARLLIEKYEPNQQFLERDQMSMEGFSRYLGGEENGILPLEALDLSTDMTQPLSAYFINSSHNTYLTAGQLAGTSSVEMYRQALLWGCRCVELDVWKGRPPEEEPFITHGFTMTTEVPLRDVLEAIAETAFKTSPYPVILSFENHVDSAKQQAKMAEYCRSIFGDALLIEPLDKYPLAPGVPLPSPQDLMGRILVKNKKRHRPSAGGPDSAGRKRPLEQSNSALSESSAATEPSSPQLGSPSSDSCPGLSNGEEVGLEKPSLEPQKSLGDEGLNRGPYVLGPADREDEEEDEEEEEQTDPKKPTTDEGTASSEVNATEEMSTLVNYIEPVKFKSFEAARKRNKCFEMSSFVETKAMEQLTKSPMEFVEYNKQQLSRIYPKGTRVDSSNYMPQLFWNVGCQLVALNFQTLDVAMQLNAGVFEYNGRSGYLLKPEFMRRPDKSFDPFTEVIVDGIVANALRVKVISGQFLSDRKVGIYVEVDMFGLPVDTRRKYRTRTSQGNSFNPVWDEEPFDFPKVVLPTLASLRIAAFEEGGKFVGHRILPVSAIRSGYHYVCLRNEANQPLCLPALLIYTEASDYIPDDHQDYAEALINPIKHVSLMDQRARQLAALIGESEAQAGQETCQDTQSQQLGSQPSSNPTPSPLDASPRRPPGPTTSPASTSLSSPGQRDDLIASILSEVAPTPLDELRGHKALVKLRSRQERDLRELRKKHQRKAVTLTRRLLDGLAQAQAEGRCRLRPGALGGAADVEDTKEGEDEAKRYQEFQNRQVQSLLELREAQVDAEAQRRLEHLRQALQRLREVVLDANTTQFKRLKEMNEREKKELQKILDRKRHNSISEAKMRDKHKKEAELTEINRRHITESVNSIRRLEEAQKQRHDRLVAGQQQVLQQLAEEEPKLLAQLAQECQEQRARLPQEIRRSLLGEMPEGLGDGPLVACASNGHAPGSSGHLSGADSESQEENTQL
ADAM10 inh: ADAM10 inhibition, QFRET primary screen; recombinant ADAM10, EDANS/DABCYL FRET peptide cleavage, 3 h; inhibition, % at 7 µM; 0.62% of 370,000 active;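 active = inhibition above a per-campaign cutoff equal to the mean of compounds falling between control-based bounds plus 3 SD, cut at about 20% in these data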;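 note: 0% = DMSO wells while the 100% control is not disclosed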
DDE Tn6 FP inh: disrupts Tn6 cyclic peptide binding to fibrin D-Dimer-E complex. Fibrin DD(E) TRITC-Tn6 fluorescence polarization displacement. inhibition, % at 8.3 µM. 0.21% of 370,000 active;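 active = inhibition above a per-campaign cutoff: mean of compounds within control limits plus 3 SD, cut at about 15% in these data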;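 note: 0% = median of all compound wells on the plate and 100% = blocking peptide control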
TDP2 inh: TDP2 (human) inhibition, absorbance primary screen; recombinant TDP2, T5PNP hydrolysis, p-nitrophenol absorbance 415 nm; 0.34% of 370,000 active; inhibition, % at 12.8 µM;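 active = inhibition above the mean of all tested compounds plus 3 SD, set per campaign, cut at about 25% in these data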;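 note: 0% = DMSO with enzyme and 100% = buffer with substrate but no TDP2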
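Material: recombinant human TDP2; quantity: TDP2 enzyme at 120 nM final; medium: Tris-HCl pH 7.5 with MgCl2; compound: single concentration, 12.8 µM nominal, with 1% DMSO; incubation: 2 h enzyme incubation at 37 °C; signal: epi absorbance; measure: percent inhibition; benchmarks: high control without enzyme, low control DMSO plus TDP2; repeats: singlicate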
SIAE primary: blocks human sialic acid acetylesterase; Q9HAT2; SIAE FP-Rh probe binding, fluorescence polarization; inhibition, % at 9.66 µM; 0.69% of 370,000 active; AID 1053197;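 active = inhibition above a cutoff: mean of compounds within the control limits plus 3 SD of those, cut at about 17% in these data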;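 note: 0% = plate median of compound wells and 100% = probe without SIAE protein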
ARFGAP1 inh: inhibitors of rat ARFGAP1; AID 651572; 0.26% of 360,000 active; Arfgap1-stimulated ARF1 GTP hydrolysis, GDP FP detection; inhibition, % at 16.5 µM;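 active = inhibition above a per-plate limit, mean inhibition of low control wells plus 3 SD, cut at about 25% in these data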;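 note: 0% = DMSO wells with enzyme and 100% = wells lacking Arfgap1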
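Material: rat Arfgap1 catalytic domain, aa 1-136; also added: human ARF1(Δ1-17)-GTP substrate; compound dosing: one concentration, 16.5 µM, DMSO 1.26%; incubation: GTP hydrolysis reaction 2 h at 25 °C; measured by: Tracer-displacement fluorescence polarization with EDTA stop, 620/688 nm; evaluation: % inhibition from polarization; repeats: one replicate per compound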
ADAM17 inh: ADAM17 inhibition, QFRET primary screen; recombinant ADAM17, EDANS/DABCYL FRET peptide cleavage; 0.83% of 370,000 active; inhibition, % at 6.95 µM; P78536; AID 720648;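 active = inhibition above the mean of compounds lying between control limits plus 3 SD, set per campaign, cut at about 8.5% in these data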;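 note: 0% = DMSO-only wells as the low control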
PLC-gamma1 inh: PLC-gamma1 (human) inhibition, primary screen | purified PLC-gamma1, fluorogenic substrate, fluorescence | inhibition, % at 12.2 µM | P19174 | 0.84% of 370,000 active; in the data active = inhibition above about 9.5%
Tn7 DDE FP: DD(E)-Tn7 binding inhibition, primary FP screen | 0.13% of 370,000 active | AID 720508 | P02675 | FP displacement of FITC-Tn7 peptide from fibrin DD(E); 0% = median of compound wells per plate | inhibition, % at 8.3 µM;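 active = inhibition above the mean of compounds falling within the control limits plus 3 SD of them, cut at about 14% in these data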;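 note: 0% = plate median of compound wells and 100% = 10 µM Aha-Tn7 peptide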
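Test system: human clot-derived fibrin DD(E) complex / Quantity: 2 µM final DD(E) protein / Incubation: 10 min plus 3 h, room temperature / Measured by: fluorescence polarization / Benchmarks: high control of 10 µM Aha-Tn7 peptide / Replicates: singlicate testing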
Starred values were filed as active, the others as inactive; i = inactive; . = no result given. Hits appear at their usual frequency (roughly 3.6% active in at least one column).

SMILES	ASAP1 GAP inh	PLCb3 inh	ADAM10 inh	DDE Tn6 FP inh	TDP2 inh	SIAE primary	ARFGAP1 inh	ADAM17 inh	PLC-gamma1 inh	Tn7 DDE FP
CC1(C)CCc2cc(CN3CCN(c4ccccn4)CC3)ccc2O1	14	-4	4	-3	0	0	-8	-2	2	0
CCCCn1c(N)c(N(CC(C)C)C(=O)c2cccc(S(=O)(=O)N3CCN(C)CC3)c2)c(=O)[nH]c1=O	-1	0	-2	1	2	6	3	-3	1	0
CCCn1c(CCC(=O)O)nc2cc(S(=O)(=O)N(CC)CC)ccc21	-27	-6	-2	9	0	-4	6	-4	-1	8
O=S(=O)(NCCNS(=O)(=O)c1cccs1)c1cccs1	15	2	-2	-8	-1	7	10	2	3	0
CSCCC(NC(=O)c1ccc(Cl)cc1Cl)C(=O)OC1CCCCC1=O (stereo not drawn)	15	-4	-4	-1	-1	-7	6	0	5	1
COc1ccc(-c2cccc(-c3cc(=O)oc4cc(OC)cc(OC)c34)c2)cc1	0	-2	2	-6	-10	-10	1	4	9	-3
O=C(NO)c1ccc(C(=O)N(C2CCCCC2)C2CCCCC2)cc1	-12	0	30*	-6	4	12	2	4	3	3
CCCN1CCC(N2CCN(c3ccc([N+](=O)[O-])cc3)CC2)CC1	-12	-2	4	-5	3	4	8	2	1	-8
CC(=O)N1CCC(N2CCN(Cc3ccc(C)cc3)C(CCO)C2)CC1 (stereo not drawn)	-5	-5	-5	4	14	-1	-12	-3	0	4
CCc1ccc(OCc2ccc(C(=O)O)o2)cc1	7	-9	1	-7	10	5	-2	-2	0	3
COc1ccc(CNC(=O)C(C)Sc2ccc(S(=O)(=O)N3CCOCC3)cn2)cc1 (stereo not drawn)	-3	3	-10	9	1	3	13	2	1	-6
Cc1cc(C)c(CN2CCN(C(=O)Cn3cnc(C(=O)Nc4ccc(C)c(C)c4)n3)CC2)c(C)c1	9	-4	2	0	-2	2	1	2	-2	-7
Cc1ccc2c(c1)c1ncn(CCC3=CCCCC3)c(=O)c1n2C	-10	-5	-41	-3	0	4	8	-11	-4	-3
COc1cccc(/C=C2/SC(=O)N(C)C2=O)c1OCc1ccc(C(=O)O)cc1	1	-45	-1	-5	-3	0	5	-4	-37	0
Cc1ccc(O)c(NC(=O)Cc2ccc3ccccc3c2)c1	9	-5	3	-1	1	4	-2	-2	2	5
O=C(O)CC/C(=C\c1ccc(N2CCCC2)c([N+](=O)[O-])c1)c1nc2ccccc2s1	-19	-9	2	3	-12	-14	-11	3	0	-5
NC(=O)c1ccccc1N/C=C/C(=O)c1cccs1	1	-83	-253	-3	5	-1	4	-82	-58	1
COc1cc(CNC(=O)c2cc(-c3cc(Cl)ccc3OC)n[nH]2)cc(OC)c1	-3	-4	6	-2	4	-23	13	0	2	2
N=c1n(CCN2CCCCC2)c2ccccc2n1CC(=O)c1ccc(Cl)c(Cl)c1	-14	-9	3	0	-10	12	2	-2	2	5
Cc1ccccc1NS(=O)(=O)c1ccc(NC(=O)N2CCCCC2)cc1	5	-8	-7	-7	-10	3	3	0	2	-9

Single values from the list:
`CCCn1c(CCC(=O)O)nc2cc(S(=O)(=O)N(CC)CC)ccc21` @ ADAM10 inh: -2
`COc1ccc(CNC(=O)C(C)Sc2ccc(S(=O)(=O)N3CCOCC3)cn2)cc1` (stereo not drawn) @ ASAP1 GAP inh: -3
`O=S(=O)(NCCNS(=O)(=O)c1cccs1)c1cccs1` @ ADAM17 inh: 2
`O=C(O)CC/C(=C\c1ccc(N2CCCC2)c([N+](=O)[O-])c1)c1nc2ccccc2s1` @ TDP2 inh: -12
`CCCN1CCC(N2CCN(c3ccc([N+](=O)[O-])cc3)CC2)CC1` @ ADAM17 inh: 2

6 structures already listed, sorted by molecular weight, lowest first.
SMILES	ASAP1 GAP inh	PLCb3 inh	ADAM10 inh	DDE Tn6 FP inh	TDP2 inh	SIAE primary	ARFGAP1 inh	ADAM17 inh	PLC-gamma1 inh	Tn7 DDE FP
NC(=O)c1ccccc1N/C=C/C(=O)c1cccs1	1	-83	-253	-3	5	-1	4	-82	-58	1
CC1(C)CCc2cc(CN3CCN(c4ccccn4)CC3)ccc2O1	14	-4	4	-3	0	0	-8	-2	2	0
O=S(=O)(NCCNS(=O)(=O)c1cccs1)c1cccs1	15	2	-2	-8	-1	7	10	2	3	0
CCCn1c(CCC(=O)O)nc2cc(S(=O)(=O)N(CC)CC)ccc21	-27	-6	-2	9	0	-4	6	-4	-1	8
O=C(O)CC/C(=C\c1ccc(N2CCCC2)c([N+](=O)[O-])c1)c1nc2ccccc2s1	-19	-9	2	3	-12	-14	-11	3	0	-5
CCCCn1c(N)c(N(CC(C)C)C(=O)c2cccc(S(=O)(=O)N3CCN(C)CC3)c2)c(=O)[nH]c1=O	-1	0	-2	1	2	6	3	-3	1	0

Continuation:
SMILES	ASAP1 GAP inh	PLCb3 inh	ADAM10 inh	DDE Tn6 FP inh	TDP2 inh	SIAE primary	ARFGAP1 inh	ADAM17 inh	PLC-gamma1 inh	Tn7 DDE FP
C/C(=N\NC(=O)c1nnn(-c2nonc2N)c1-c1cccs1)c1ccc(C)cc1	13	-19	5	-3	-18	-1	6	7	-7	-5
CCOc1ccc(CCNC(=O)CN2C(=O)NC3(CCCCC3C)C2=O)cc1OCC (stereo not drawn)	-5	-4	-4	-1	-4	5	-7	-3	-2	4
O=C(Cc1coc2ccc3ccccc3c12)N1CCc2ccccc21	-2	-16	-20	-5	-9	-15	7	-7	-8	-1
O=C(Oc1c(Cl)cc(Cl)c2cccnc12)c1ccco1	10	-17	17	-1	-19	7	2	5	-9	-3
Cc1cc(C)nc(-n2nc(C)cc2NC(=O)CNC(C)c2ccccc2)n1 (stereo not drawn)	15	1	-5	-4	13	6	0	0	-1	-6
Cc1ccc(S(=O)(=O)N2CCCC2C(=O)N2CCN(c3ccccc3)CC2)cc1C (stereo not drawn)	.	1	1	4	8	-6	.	1	0	-9
O=[N+]([O-])c1ccc(Cc2cncc(O)c2)cc1	9	-3	-1	5	-8	2	-7	-4	1	7
Cc1cc(Cl)c(S(=O)(=O)Nc2cccc(O)c2)cc1OCC(N)=O	1	1	1	-1	2	9	2	2	0	8
CC1(c2ccc(Cl)cc2)NC(=O)N(CC(=O)Nc2ccc3c(c2)OCO3)C1=O (stereo not drawn)	17	0	-4	-6	6	0	11	-1	-1	3
CSC1=NNC(c2ccc(C(C)(C)C)cc2)=NN1	-4	-4	2	6	11	1	3	-1	2	-4
CNC(=O)C[C@H]1C(=O)N(c2ccc(Br)cc2)C[C@@H]1C	12	3	-4	5	4	-1	7	2	-2	-6
Cc1ccc(S(=O)(=O)N2CCN(C(=O)c3c(-c4ccccc4)noc3C)CC2)cc1	-11	-1	8	-5	2	-7	0	0	-1	0
CCC1CCCCN1S(=O)(=O)c1ccc(S(=O)(=O)N(Cc2cccs2)C2CC2)cc1 (stereo not drawn)	0	3	4	0	-13	-5	14	7	7	-8
CCN(CC)CCOC(=O)CCc1cccc2ccccc12	-4	0	6	2	-8	-7	9	-1	-3	1
Cc1cc(NCCCN2CCOCC2)n2c(nc3ccccc32)c1C#N	4	i	i	-5	-9	1	-7	i	i	11
O=C(/C=C/c1ccc2c(c1)OCO2)c1ccc(F)cc1	7	-20	-1	-5	-16	-1	5	4	-10	-5
COc1ccccc1S(=O)(=O)N(C)C[C@H]1Oc2ncc(Br)cc2C(=O)N([C@H](C)CO)C[C@H]1C	0	1	-11	0	4	9	10	-6	0	-6
COc1ccc2c(c1)OC[C@H]1[C@H]2N2C(=O)CN(Cc3ccco3)C(=O)[C@@]2(C)[C@H]1c1ccccc1	-5	6	10	-2	-10	4	2	6	8	-2
Cc1cccc(N2CCN(C(=O)Cc3cn(C)c4ccccc34)CC2)c1C	3	-7	-1	4	4	0	3	-3	-5	2
Cn1c2ccc(F)cc2c2nc3ccccc3nc21	-15	-126	-24	9	-1	-5	3	-12	-105	-3
NN/C(=C\[N+](=O)[O-])Nc1ccc(Cl)cc1	5	-4	3	3	4	16	2	0	-2	2
Cc1ccc(S(=O)(=O)Nc2ccc3c(c2)C(=O)N([C@H](C)CO)C[C@H](C)[C@@H](CN(C)C(=O)NC2CCCCC2)OCCCC[C@@H](C)O3)cc1	7	3	2	-3	5	4	9	6	2	0
Cc1[nH]c2ccccc2c1/C=N/NC(=O)CCC(=O)NCc1ccccc1	0	-27	-6	1	1	7	0	-8	-24	4
O=C1c2ccccc2C(c2nnnn2Cc2ccccc2)N1CCc1ccccc1F (stereo not drawn)	-5	1	-7	6	5	-2	-1	-5	0	9
COc1ccc(OC)c(CN2C(=O)CSCCC2(C)c2nnnn2C2CCCC2)c1 (stereo not drawn)	.	2	-4	-1	4	-3	.	-5	-3	-3
CCN(CC)CCn1c(NC(=O)c2ccccc2O)nc2ccccc21	7	i	-336	-1	-14	-2	-11	-107	-431	1
O=C(N/N=C/c1cn[nH]c1-c1ccc(Cl)cc1)c1ccc([N+](=O)[O-])cc1	3	1	6	-10	0	1	8	5	2	-6
O=[N+]([O-])c1cccc(-c2cn3ccccc3n2)c1	-5	0	-4	2	-11	-1	19	-1	5	-1
CCCCn1c(N)c(N2CCOCC2)c(=O)n(CC(=O)NCCc2ccccc2)c1=O	-2	-1	-2	-2	16	6	0	-4	-1	4
Cc1ccc(C(=O)C2CCN(S(=O)(=O)c3ccccc3C(=O)O)CC2)cc1	-1	-5	-6	-1	7	0	-3	0	0	-5
COC(=O)c1cc(OC)c(OC)cc1NC(=S)N1CCCC(CO)C1 (stereo not drawn)	-4	-2	-10	0	0	6	-11	-7	-1	0
Cc1ccc(S(=O)(=O)N2CCOCC2)cc1C(=O)N1CCN(Cc2ccccc2)CC1	12	-3	-8	-3	11	-1	7	-4	-47	0
COc1ccc(S(=O)(=O)NNC(N)=S)cc1	-11	-2	-6	-3	-14	-5	7	-6	1	1
OCCOCCNc1ncnc2c1c(-c1ccccc1)cn2-c1ccccc1	-2	-13	4	-2	-4	3	8	1	-4	9
O=C(NCC(=O)N(c1ccc(Cl)cc1)C(C(=O)NC1CCCC1)c1ccncc1)c1ccco1 (stereo not drawn)	-3	-5	2	4	11	5	-6	2	5	-4
Cc1c(N/N=C(\C#N)C(=O)c2ccccc2)c(=O)n(-c2ccccc2)n1C	5	-1	0	2	-4	5	3	2	1	4

Just TDP2 inh, for two of the compounds above:
Compound,TDP2 inh
OCCOCCNc1ncnc2c1c(-c1ccccc1)cn2-c1ccccc1,-4
Cc1c(N/N=C(\C#N)C(=O)c2ccccc2)c(=O)n(-c2ccccc2)n1C,-4

Screens from PubChem.
